All columns: NCI-60 one-dose screen, growth in % after 48 h at 10 µM unless noted; 100 = growth as untreated, 0 = no growth, -100 = all killed.
OVCAR-8: OVCAR-8 ovarian cancer; actives 4.4% (n = 81,000)
SF-295: SF-295 CNS cancer cells; actives 5.6% (n = 79,000); AID 1794758
SF-268: SF-268 CNS cancer cells. actives 3.1% (n = 82,000). AID 1794759
SNB-19: SNB-19 CNS cancer cells | actives 2.5% (n = 81,000) | AID 1794751
SF-539: SF-539 CNS cancer; actives 6.8% (n = 81,000)
OVCAR-3: OVCAR-3 ovarian cancer. actives 7% (n = 79,000). AID 1794787
U251: U251 CNS tumor cells; actives 5.4% (n = 80,000)
DU-145: DU-145 prostate cancer; AID 1794760; actives 4.2% (n = 81,000)
PC-3: PC-3 prostate cancer cells. actives 3.9% (n = 80,000). AID 1794754
The depositor's hits bear a star; / = no result given; & = joins results of further samples; [ ] = another dose, or the depositor's remark. Rule for the calls: active = growth percent below 10; inactive = the rest. The list is partial, so the mix of outcomes need not match the whole.

(1) C1CCC(NCC2CCCO2)CC1 (configuration not stated)
(2) ClCc1ccccc1
(3) CCOC(=O)C(Cl)CCl (configuration not stated)
(4) CCOC1=C(N2CC2)C(=O)C(OCC)=C(N2CC2)C1=O
(5) O=C1OCC2=C1C(c1ccccc1)c1cc3c(cc1N2)OCO3 (configuration not stated)
(6) COCCOCCOC(=O)CBr
assay / entry	1	2	3	4	5	6
OVCAR-8	103	108	96	108	5.5*	101
SF-295	94	127	105	114	6.7*	105
SF-268	103	107	107	96	10	97
SNB-19	100	110	106	110	36	112
SF-539	108	119	93	98	4.2*	102
OVCAR-3	101	117	110	100	-46*	104
U251	104	102	99	109	9.5*	101
DU-145	111	113	106	109	-36*	99
PC-3	96	101	97	97	26	95

(7) O=C1CC(O)CO1 (configuration not stated)
(8) CC1=NNC(=O)C1(Br)Br
(9) O=C1NC(=O)C(=Cc2ccccc2)C(=O)N1
(10) Clc1ccc(N2CCNCC2)cc1
(11) O=C(NC(Cl)=C(Cl)Cl)P(=O)(c1ccccc1)c1ccccc1
(12) O=C([Se]C1C=CCCC1)c1ccc(C(=O)[Se]C2C=CCCC2)s1 (configuration not stated)
assay / entry	7	8	9	10	11	12
OVCAR-8	91	96	104&104	100	126	-98*
SF-295	142	100	102&107	88	73	-44*
SF-268	100	103	104&93	104	110	0.8*
SNB-19	94	107	106	97	96	-94*
SF-539	95	/	101&133	94	106	-100*
OVCAR-3	107	106	111&102	105	115	-92*
U251	99	98	92&97	96	95	-88*
DU-145	112	114	111&103	108	118	-3.5*
PC-3	97	89	96&81	90	103	-16*

(13) C1=C(N2CCCC2)CCCC1
(14) O=C(COc1ccc([N+](=O)[O-])cc1)Nc1cccc(S(=O)(=O)F)c1
(15) COc1ccc(C(O)(c2ccccc2)c2ccncc2)cc1 (configuration not stated)
(16) N[C@@H](CCC(=O)CCl)C(=O)O
(17) O=C(O)c1cc(Cl)ccc1Cl
(18) COC(=O)[C@H]1[C@@H](O)[C@@]2(O)c3c(OC)cc(OC)cc3O[C@@]2(c2ccc(OC)cc2)[C@@H]1c1ccccc1
assay / entry	13	14	15	16	17	18
OVCAR-8	105	93	97	108[20 µM]	111	-12*
SF-295	110	89	93	99[20 µM]	106	-14*
SF-268	117	99	90	98[20 µM]	111	0.1*
SNB-19	99	97	98	93[20 µM]	99	-4.9*
SF-539	118	98	95	104[20 µM]	/	-26*
OVCAR-3	113	110	108	110[20 µM]	114	-9.2*
U251	99	101	/	97[20 µM]	101	-5.7*
DU-145	111	108	109	105[20 µM]	110	-9.4*
PC-3	99	87	95	100[20 µM]	103	-7.5*

(19) NC(=NC1CCCCC1)NC(=O)NC1CCCCC1
(20) CCCC[C@H](NC(=O)[C@H]1CCCCN1C)C(=O)N(C)[C@H](C[C@@H](OC(C)=O)c1nc(C(=O)N[C@@H](Cc2ccccc2)C[C@H](C)C(=O)OCC)cs1)C(C)C
(21) CC12CCC3C(CCC4=CC(=O)CCC43C)C1C/C(=C\c1ccc(OCC(=O)N3CCCC3)cc1)C2=O (configuration not stated)
(22) CC1CCCC(C)[N+]1(C)CCC(C(N)=O)(c1ccccc1)c1ccccc1 (configuration not stated)
(23) CC1=C(CCCOC(=O)CN)C2=C(C)C3(CC3)[C@@](C)(O)C(=O)C2=C1
(24) C[C@]12CC[C@H]3[C@@H](CCC4=CC(=O)CC[C@@H]43)[C@@H]1CC[C@@H]2OC(=O)N(CCCl)N=O
assay / entry	19	20	21	22	23	24
OVCAR-8	98	21	73	110	74	54
SF-295	93	17	82	95	87	12
SF-268	104	22	75	104	49	24
SNB-19	101	38	85	102	91	34
SF-539	99	-11*	102	105	94	-0.4*
OVCAR-3	106	3.9*	70	109	101	90
U251	91	5.1*	71	103	82	31
DU-145	109	16	79	111	17	1.8*
PC-3	82	17	45	105	69	43

(25) C[C@]12CC(C(O)C(F)(F)F)C(=O)C[C@@H]1CC[C@@H]1[C@@H]2CC[C@]2(C)[C@@H](O)CC[C@@H]12 (some centres not stated)
(26) CN(C)c1ccc(/C=N/N=C(/N)N[N+](=O)[O-])cc1
(27) COc1ccc2nc(-n3nc(C)c4c3NC(=O)CSC4c3ccc4c(c3)OCO4)sc2c1 (configuration not stated)
(28) CC(N)C(=O)c1ccccc1 (configuration not stated)
(29) CC1=C(C)C(=O)O[C@@H]([C@](C)(O)[C@]2(O)CC[C@@]3(O)[C@@H]4C[C@H]5O[C@]56CC=CC(=O)[C@]6(C)[C@H]4CC[C@]23C)C1
(30) CC(C)(C)c1ccc(OP(=O)(Oc2ccccc2)Oc2ccccc2)cc1
assay / entry	25	26	27	28	29	30
OVCAR-8	102	107	90	103	-7.9*	100
SF-295	108	102	99	96	4.3*	97
SF-268	93	97	90	105	-23*	104
SNB-19	92	101	88	93	31	92
SF-539	103	96	98	96	-10*	105
OVCAR-3	121	103	87	107	-60*	111
U251	98	96	90	102	/	96
DU-145	117	105	105	108	7.1*	119
PC-3	86	95	65	102	11	91

(31) CN1C2CCC1CC(O)C2 (configuration not stated)
(32) CC12CCC3c4ccc(OP(=O)(N5CC5)N5CC5)cc4CCC3C1CCC2=O (configuration not stated)
(33) CC(CN1CCOCC1)C(C#N)(c1ccccc1)c1ccccc1 (configuration not stated)
(34) CC(C)CC(C)(c1ccc(O)cc1)c1ccc(O)cc1
(35) O=C1NC(=O)C(=Cc2cn(CCCn3c4ccccc4c(=O)c4ccccc43)c3ccccc23)C(=O)N1
(36) Cc1cc(NC(=O)NCCOc2ccc(N3C(N)=NC(N)=NC3(C)C)cc2Cl)ccc1S(=O)(=O)F
assay / entry	31	32	33	34	35	36
OVCAR-8	105	99	104	101	98	25
SF-295	96	105	106	98	96	/
SF-268	121	95	103	125	93	29
SNB-19	109	117	101	93	99	51
SF-539	96	93	104	103	85	34
OVCAR-3	119	121	114	139	109	53
U251	96	96	109	106	96	11
DU-145	120	114	116	134	106	34
PC-3	88	97	96	96	93	-2.9*

(37) CCOP(=O)(C/C=C/c1ccccc1)OCC
(38) ClCCN(CCCl)c1ccc(-n2cnc3c(Cl)ncnc32)cc1
(39) CCOc1cc2c(cc1OC)CN(C)CC2
(40) CC1CCCCN1C(c1ccccc1)C(O)c1ccccc1 (configuration not stated)
(41) C=CCCC1(C(C)C)C(=O)NC(=S)NC1=O
(42) ClCCN(CCCl)Cc1nc2cc3ccccc3cc2[nH]1
assay / entry	37	38	39	40	41	42
OVCAR-8	112	35	99	105	99	80
SF-295	91	87	112	92	102	77
SF-268	105	-12*	101	97	95	88
SNB-19	103	79	95	101	92	87
SF-539	102	115	99	100	94	78
OVCAR-3	112	-35*	114	97	99	94
U251	106	33	100	100	101	85
DU-145	107	22	111	100	102	104
PC-3	94	64	89	87	96	74

(43) CCOP(=S)(Nc1cccc(C(F)(F)F)c1)OCC
(44) Cc1ccc(C(=O)NCCCOc2ccc(N3C(N)=NC(N)=NC3(C)C)cc2Cl)cc1S(=O)(=O)F
(45) CCCCN(N=O)C(=O)OCC
(46) COc1ccc(-n2c(=S)[nH]c3ccc(C)cc3c2=O)cc1
(47) CC(C)CC(C)OC(=O)Cc1ccccc1 (configuration not stated)
(48) N#CCc1ccc(CC#N)cc1
assay / entry	43	44	45	46	47	48
OVCAR-8	101	77	103	98	107	104
SF-295	97	111	/	120	107	100
SF-268	101	54	109	110	104	105
SNB-19	99	72	104	104	101	93
SF-539	108	54	99	107	96	/
OVCAR-3	106	121	108	114	109	110
U251	/	38	100	102	96	94
DU-145	104	126	117	120	111	116
PC-3	92	29	94	101	96	91

(49) CCOC1=C2CCC3C4CCC(=O)C4(C)CCC3C2(C)CCC1=O (configuration not stated)
(50) COC(=O)[C@]1(C)CCC[C@]2(C)c3c(cc(C(C)C)c4c3[C@@H]3[C@@H]5OO[C@@H](O5)[C@@H]3[C@H](C)N4C(=O)C(F)(F)F)CC[C@@H]12
(51) C#C[C@]1(O)CC[C@H]2[C@@H]3CC[C@@]45O[C@@H]4C(=O)CC[C@]5(C)[C@H]3CC[C@@]21C
(52) O=[N+]([O-])c1c(F)cc(F)c([N+](=O)[O-])c1F
(53) CCC(C)N1CCN(c2ccccc2OC)CC1 (configuration not stated)
(54) COc1ccc(/C=C\c2cc(OC)c(OC)c(OC)c2)c(NS(=O)(=O)c2ccc(Cl)cc2)c1O
assay / entry	49	50	51	52	53	54
OVCAR-8	99	83	102	112	101	3.0*
SF-295	114	81	104	115	94	0.9*
SF-268	128	92	101	115	101	16
SNB-19	112	98	98	116	99	53
SF-539	111	105	101	106	96	2.9*
OVCAR-3	129	93	113	119	100	-31*
U251	105	79	104	111	107	12
DU-145	123	101	101	120	108	-13*
PC-3	96	60	91	97	92	26

(55) Cc1c(C(=O)CN2CCCCC2)ccc(O)c1O
(56) CN1C(=O)C(=Cc2cn(C[C@@H](O)Cn3c4ccccc4c(=O)c4ccccc43)c3ccccc23)C(=O)N(C)C1=O
(57) FC(F)=C(F)c1ccccc1
(58) O=C1C(Cl)=C(Cl)C(=O)C1(Cl)Cl
(59) CC1=C2C(=C[C@@](C)(COS(C)(=O)=O)[C@@H]2O)C(=O)[C@](C)(O)C12CC2
(60) CCC1C(=O)NC(=O)N(c2ccccc2)C1=O (configuration not stated)
assay / entry	55	56	57	58	59	60
OVCAR-8	106	88	104	96	12	101
SF-295	101	90	97	/	-2.1*	94
SF-268	95	94	111	110	5.2*	103
SNB-19	107	85	103	112	4.7*	108
SF-539	110	90	103	112	-26*	106
OVCAR-3	100	91	114	124	7.6*	104
U251	99	88	103	95	7.5*	100
DU-145	100	106	108	117	9.2*	104
PC-3	105	66	104	89	6.7*	99

Laid out differently: 2 of the compounds above
cpd | Structure | OVCAR-8 | SF-295 | SF-268 | SNB-19 | SF-539 | OVCAR-3 | U251 | DU-145 | PC-3
55 | Cc1c(C(=O)CN2CCCCC2)ccc(O)c1O | 106 | 101 | 95 | 107 | 110 | 100 | 99 | 100 | 105
56 | CN1C(=O)C(=Cc2cn(C[C@@H](O)Cn3c4ccccc4c(=O)c4ccccc43)c3ccccc23)C(=O)N(C)C1=O | 88 | 90 | 94 | 85 | 90 | 91 | 88 | 106 | 66

Continued:
(61) O=C(O)CNC(=O)C(Cl)(Cl)Cl
(62) O=C(NC([Se])=NC1CCCCC1)c1ccccc1
(63) CCOC(=O)C(C(C)=O)c1ccccc1 (configuration not stated)
(64) O=C1c2ccccc2CCC1Cl (configuration not stated)
(65) COc1ccc(C2=C3CC[C@@H]4[C@H](CC[C@]5(C)C(=O)CC[C@@H]45)C3=CC3C(O)c4ccccc4N4C(=O)COC234)cc1 (some centres not stated)
(66) CCCCOC(C(=O)OCCN(CC)CC)(c1ccccc1)c1ccccc1
assay / entry	61	62	63	64	65	66
OVCAR-8	90	41	87	95	95	95
SF-295	/	8.5*	91	101	99	103
SF-268	104	96	101	103	90	95
SNB-19	100	25	104	98	79	96
SF-539	103	14	112	97	97	99
OVCAR-3	108	48	111	113	105	96
U251	85	49	108	93	96	95
DU-145	107	46	118	111	104	97
PC-3	92	51	93	83	82	73

(67) COc1ccc2c(c1)C1(C(=O)O)CC=CCC1(C(=O)O)C2 (configuration not stated)
(68) O=C1CN2CCC1CC2
(69) CC(C)(Br)C(=O)C(C)(C)Br
(70) Oc1cccc(-c2ccccc2)c1
(71) COC(=O)C1=C(Nc2ccc(Cl)c(C(F)(F)F)c2)C(=O)OC12C(=O)Nc1ccccc12 (configuration not stated)
(72) Cc1ccc(S(=O)(=O)n2cc(C=C3C(=O)N(C)C(=O)N(C)C3=O)c3ccccc32)cc1
(73) O=c1cccc2n1C[C@H]1CNCC2C1
assay / entry	67	68	69	70	71	72	73
OVCAR-8	102	106	102	107	100	91	52
SF-295	98	100	98	105	94	107	30
SF-268	107	99	108	102	94	94	73
SNB-19	108	104	107	101	94	91	63
SF-539	100	98	89	93	100	87	56
OVCAR-3	112	107	117	121	106	98	75
U251	/	101	103	106	109	91	57
DU-145	112	103	114	105	106	110	61
PC-3	100	104	97	86	89	83	54

Some of these compounds in order of molecular weight, highest first.
(65) COc1ccc(C2=C3CC[C@@H]4[C@H](CC[C@]5(C)C(=O)CC[C@@H]45)C3=CC3C(O)c4ccccc4N4C(=O)COC234)cc1 (some centres not stated)
(71) COC(=O)C1=C(Nc2ccc(Cl)c(C(F)(F)F)c2)C(=O)OC12C(=O)Nc1ccccc12 (configuration not stated)
(72) Cc1ccc(S(=O)(=O)n2cc(C=C3C(=O)N(C)C(=O)N(C)C3=O)c3ccccc32)cc1
(66) CCCCOC(C(=O)OCCN(CC)CC)(c1ccccc1)c1ccccc1
(59) CC1=C2C(=C[C@@](C)(COS(C)(=O)=O)[C@@H]2O)C(=O)[C@](C)(O)C12CC2
(62) O=C(NC([Se])=NC1CCCCC1)c1ccccc1
(67) COc1ccc2c(c1)C1(C(=O)O)CC=CCC1(C(=O)O)C2 (configuration not stated)
(69) CC(C)(Br)C(=O)C(C)(C)Br
assay / entry	65	71	72	66	59	62	67	69
OVCAR-8	95	100	91	95	12	41	102	102
SF-295	99	94	107	103	-2.1*	8.5*	98	98
SF-268	90	94	94	95	5.2*	96	107	108
SNB-19	79	94	91	96	4.7*	25	108	107
SF-539	97	100	87	99	-26*	14	100	89
OVCAR-3	105	106	98	96	7.6*	48	112	117
U251	96	109	91	95	7.5*	49	/	103
DU-145	104	106	110	97	9.2*	46	112	114
PC-3	82	89	83	73	6.7*	51	100	97

(58) O=C1C(Cl)=C(Cl)C(=O)C1(Cl)Cl
(63) CCOC(=O)C(C(C)=O)c1ccccc1 (configuration not stated)
(73) O=c1cccc2n1C[C@H]1CNCC2C1
(64) O=C1c2ccccc2CCC1Cl (configuration not stated)
(70) Oc1cccc(-c2ccccc2)c1
assay / entry	58	63	73	64	70
OVCAR-8	96	87	52	95	107
SF-295	/	91	30	101	105
SF-268	110	101	73	103	102
SNB-19	112	104	63	98	101
SF-539	112	112	56	97	93
OVCAR-3	124	111	75	113	121
U251	95	108	57	93	106
DU-145	117	118	61	111	105
PC-3	89	93	54	83	86
